Bioassay records (PubChem BioAssay)
PI4K2A block: blocks human PI4K2A kinase activity. purified PI4K2A, ADP-Glo luminescence, 1 h; active compounds read low. activity change, negative = inhibition, % at 76.9 µM. actives 0.13% (n = 420,000). AID 1346378; in the data active = activity change below about -50%; inconclusive = mostly about -30% to -49%;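 note: -100% = wells without enzyme as full effect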
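ADP-Glo luminescence measured ADP generated by PI4K2A enzyme (4 ug/mL before mixing) with 1.2 mM PI substrate (pre-mix) and 300 microM ATP (pre-mix). Tris pH7.5 buffer with MgCl2, Triton X-100; 1 h reaction at ambient temperature.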
Pin1 inh: human Pin1 inhibition; Q13526; actives 0.009% (n = 390,000); Pin1 FP peptide displacement, HiFluor488, 10 min; Potency, µM (top dose mostly 115 µM), without a hit: at the highest dose activity, negative = inhibition, usual class: inhibitors; active = well fitted inhibition curve with a large enough effect in the polarisation, with a control signal flat, not every such curve was filed as active; inconclusive = small, poorly fitted or top-dose-only effect, or effect the other way, or a change in a side signal; inactive = no such curve, though single readings can be large or run the other way; the % refers to the polarisation; note: potency is the fitted concentration of half-maximal effect; % is set by controls: 0 for no effect and ±100 for the full control effect
Target sequence (Q13526 whole entry, looked up): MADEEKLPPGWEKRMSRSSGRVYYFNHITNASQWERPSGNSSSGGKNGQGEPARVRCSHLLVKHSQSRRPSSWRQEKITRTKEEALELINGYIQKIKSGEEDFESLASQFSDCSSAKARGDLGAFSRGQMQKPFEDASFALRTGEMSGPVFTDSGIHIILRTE
PGK inhibitor: T. brucei PGK inhibition. P07378. PGK/GAPDH coupled, Kinase-Glo luminescence, 60 min. Potency, µM (doses to about 57.5 µM), inactives show top-dose activity change, negative = inhibition, hits mostly inhibitors. actives 0.043% (n = 380,000); note: potency is the fitted concentration of half-maximal effect; % is set by controls: 0 for no effect and ±100 for the full control effect; nearly all actives have a fitted effect of over 60% in size
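Recombinant glycosomal PGK reaction used 1,3-bisphosphoglycerate generated in-well by GAPDH (100nM final) in 100mM TEA pH 7.6, 5mM MgCl2, 0.01% Tween-20. After 60 minutes at room temperature, ATP was read by Kinase-Glo Plus luminescence end-point.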
mIDH1 inhibitor: inhibitors of human mutant IDH1 R132H; O75874; IDH1-R132H enzyme, NADPH consumption, diaphorase/resazurin fluorescence; Potency, µM (titrated, usually from 76.6 µM), for inactives: at the top dose activity change, negative = inhibition, most hits filed as inhibitors; actives 0.093% (n = 390,000); AID 602179; note: potency is the fitted concentration of half-maximal effect; % is set by controls: 0 for no effect and ±100 for the full control effect; nearly all actives have a fitted effect of over 65% in size
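IDH1-R132H (0.5 ug/mL) preincubated 30 min with compound, then NADPH (0.016 mM) and alpha-KG (2 mM) added; 80 min at RT, pH 7.5. Remaining NADPH coupled via diaphorase/resazurin to fluorescence (540/590 nm); concentration-response curves normalized to no-enzyme control.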
HP1b binding inh: HP1-beta chromodomain-methylated histone interaction inhibition; P83916; AlphaScreen HP1-beta / biotin-H3K9me3 peptide binding; Potency, µM (doses to about 114 µM), for the others: top-dose activity change, negative = inhibition, usual class: inhibitors; actives 0.56% (n = 390,000); note: potency is the fitted concentration of half-maximal effect; nearly all actives have a fitted effect of over 70% in size; inactives centre near 23
Target sequence (P83916 whole entry, looked up): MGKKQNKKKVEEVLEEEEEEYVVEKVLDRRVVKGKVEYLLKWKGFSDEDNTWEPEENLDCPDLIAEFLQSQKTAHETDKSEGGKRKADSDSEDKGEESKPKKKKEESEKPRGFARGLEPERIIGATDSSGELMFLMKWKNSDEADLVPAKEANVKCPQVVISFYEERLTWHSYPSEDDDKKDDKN
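HP1-beta protein (50 nM final) preincubated 30 min at room temperature with biotinylated H3(1-18)K9me3 peptide (50 nM) in PBS pH 7.4, 0.01% Tween-20, then compound added for 30 min. AlphaScreen streptavidin donor/nickel chelate acceptor beads (10 ug/mL final), 30 min dark, luminescence read.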
TrxR1 substrate: rat thioredoxin reductase 1 substrate activity | Potency, µM (top dose mostly 114 µM), without a hit: top-dose activity change, negative = substrate turnover | purified TrxR1 substrate turnover, NADPH consumption readout | AID 588456 | actives 0.01% (n = 390,000) | O89049; note: potency is the fitted concentration of half-maximal effect; % is set by controls: 0 for no effect and ±100 for the full control effect; nearly all actives have a fitted effect of over 50% in size
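Rat TrxR1, dispensed at 90 nM, was prereduced with 400 uM NADPH (final) for 5 min at ~22 deg C, then incubated with compound 15 min before 400 uM selenite. A first-read NADPH fluorescence drop versus no-compound background flagged substrates.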
GLS inh: inhibitors of human glutaminase (GLS). GLS enzymatic activity, qHTS titration. Potency, µM (highest dose often 45.5 µM), without a hit: top-dose activity change, negative = inhibition, usual class: inhibitors. actives 0.21% (n = 410,000). AID 624170; note: potency is the fitted concentration of half-maximal effect; % is set by controls: 0 for no effect and ±100 for the full control effect
Target sequence (O94925 whole entry, looked up): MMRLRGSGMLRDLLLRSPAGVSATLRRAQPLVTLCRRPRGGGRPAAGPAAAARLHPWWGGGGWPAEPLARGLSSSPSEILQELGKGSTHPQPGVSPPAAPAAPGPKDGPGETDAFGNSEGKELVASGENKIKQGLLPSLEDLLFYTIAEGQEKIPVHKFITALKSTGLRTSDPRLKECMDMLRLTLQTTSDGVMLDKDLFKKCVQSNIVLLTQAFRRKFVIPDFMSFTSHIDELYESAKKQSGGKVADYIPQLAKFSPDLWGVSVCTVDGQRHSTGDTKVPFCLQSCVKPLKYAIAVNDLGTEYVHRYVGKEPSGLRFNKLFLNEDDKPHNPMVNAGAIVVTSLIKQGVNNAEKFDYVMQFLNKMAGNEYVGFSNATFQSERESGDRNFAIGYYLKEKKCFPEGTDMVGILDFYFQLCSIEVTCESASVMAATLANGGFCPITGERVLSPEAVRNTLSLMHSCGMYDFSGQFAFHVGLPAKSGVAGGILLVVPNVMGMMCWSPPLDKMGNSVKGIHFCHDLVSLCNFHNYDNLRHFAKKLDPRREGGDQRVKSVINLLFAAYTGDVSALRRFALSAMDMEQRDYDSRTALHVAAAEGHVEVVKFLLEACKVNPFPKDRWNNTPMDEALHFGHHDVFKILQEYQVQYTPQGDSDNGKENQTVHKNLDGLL
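hKGA in 45 mM KH2PO4 pH 8.2, 0.02% Tween-20 with pin-transferred compounds; 1 mM L-glutamine (stock) plus glutamate oxidase/HRP/Amplex Red coupling added. Fluorescence read initially and after 30 min at RT.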
USP1-UAF1 inh: USP1/UAF1 (human) deubiquitinase inhibition; Potency, µM (highest dose often 57.1 µM), for the others: top-dose activity change, negative = inhibition, most hits filed as inhibitors; O94782; actives 0.23% (n = 390,000); recombinant USP1/UAF1, Ub-Rhodamine cleavage fluorescence; note: potency is the fitted concentration of half-maximal effect; % is set by controls: 0 for no effect and ±100 for the full control effect; nearly all actives have a fitted effect of over 60% in size; inactives centre near -12
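In this screen, compounds sit with the deubiquitinase complex (1nM) for 15 min at room temperature before Ub-Rho is added at 150nM final. Fluorescence rise is then followed for 6 reads every 60 seconds.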
rTrxR1 inhibitor: rat TrxR1 inhibition; O89049; recombinant rTrxR1, NADPH fluorescence consumption, selenite substrate; Potency, µM (titrated, usually from 114 µM), without a hit: top-dose activity change, negative = inhibition, actives largely listed as inhibitors; actives 1% (n = 390,000); AID 588453; note: potency is the fitted concentration of half-maximal effect; % is set by controls: 0 for no effect and ±100 for the full control effect; nearly all actives have a fitted effect of over 65% in size
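Rat TrxR1 (90 nM in the dispensed reagent) was pre-reduced with 400 uM NADPH for 5 min at room temperature, then incubated with compound for 15 min. After 400 uM selenite was added, NADPH fluorescence (Ex 340/Em 450 nm) was followed for 8 min.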
An asterisk follows results filed as active; i = inactive; ? = inconclusive; / = no result given; & = joins results of further samples; [ ] = dose if it differs, or a comment. Unless noted, calls come from the whole dose curve; as a rule, active = well fitted curve in the direction sought with a large enough effect; inconclusive = small, poorly fitted or top-dose-only effect, or another doubt; inactive = no such curve, though single readings can be large; an effect the other way counts as inactive or inconclusive. An excerpt. The share of hits here may be higher or lower than overall.

SMILES	PI4K2A block	Pin1 inh	PGK inhibitor	mIDH1 inhibitor	HP1b binding inh	TrxR1 substrate	GLS inh	USP1-UAF1 inh	rTrxR1 inhibitor
O=S(=O)(Nc1nc2ccc(S(=O)(=O)N3CCCC3)cc2s1)c1ccc(F)cc1	-2	9%	3%	-6%	-9%	-8%	27%	-16%	5%
CC(=O)Nc1ccc(C2NC(=O)CCC2[N+](=O)[O-])cc1 (centres undefined)	-4	-6%	i	10%	19%	13%	4%	-22%	26%
CCOCCCNc1nc2ccccc2[nH]1	3	1%	0%	5%	14%	-1%	29%	-17%	5%
COc1ccc(CN(C)Cc2c(O)ccc3cc(Br)ccc23)cc1OC	-26	-5%	7%	1%	2%	-6%	2%	-12%	?
Clc1ccc(CSc2ccc(-c3cccnc3)nn2)cc1	-4	-18%	1%	-4%	?	-13%	10%	-9%	-7%
CC1(C)CC(=O)C2=C(C1)NC1=C(C(=O)c3ccccc31)C2c1cc([N+](=O)[O-])ccc1O (centres undefined)	1	-2%	-10%	?	-18%	2%	4%	-22%	?
Cc1ccc(C(=O)NC2CC(C)(C)NC(C)(C)C2)c(C)c1	0	-11%	-1%	1%	29%	-6%	1%	-13%	-11%
CCCN1CCN(S(=O)(=O)c2cc3c(cc2C)NC(=O)CO3)CC1	-2	-5%	i	3%	29%	4%[57.1 µM]	1%	-27%	-8%[57.1 µM]
Fc1cccc(F)c1/C=N/NC(=S)Nc1cccnc1	-2	1%	0%	3%	39%	-12%	-13%	-19%	19%[57.1 µM]
Cc1noc(C)c1NC(=O)N(C)C[C@H]1Oc2ccc(NS(=O)(=O)c3cn(C)cn3)cc2C(=O)N([C@H](C)CO)C[C@@H]1C	-3	-8%	-1%	-5%	46%[activator]	2%[57.1 µM]	-23%	-13%	-17%[57.1 µM]
Cc1cc(C)c(NC(=O)C2CCCO2)c(C)c1NC(=O)C1CCCO1 (centres undefined)	4	-4%	3%	-4%	4%	3%	2%	-6%	11%
O=C(NCc1ccc(F)cc1)C(c1ccncc1)N(C(=O)c1csnn1)C1CC1 (centres undefined)	-9	-9%	-9%	3%	14%	4%[57.1 µM]	5%	2%	32%[57.1 µM]
CNCC(=O)Nc1ccc(Cl)c(C(F)(F)F)c1	5	1%	4%	4%	22%	-2%	-1%	-2%	2%
Cn1c(SCC(=O)c2c(N)n(C)c(=O)n(C)c2=O)nnc1-c1ccc(F)cc1	0	-1%	-2%	6%	18%	-6%	8%	-6%	-2%
Cc1cc(Cl)ccc1NC(=S)N1CCC(C(N)=O)(N2CCCCC2)CC1	6	0%	-3%	10%	39%[activator]	-5%	0%	-16%	-22%
Cc1c(NC(=O)C2CCCN2C(=O)c2cccs2)c(=O)n(-c2ccccc2)n1C (centres undefined)	7	1%	-3%	14%	20%	-4%	13%	-4%	-6%
COc1ccc(C(CC(=O)Nc2ccc(Cl)cc2F)NC(=O)C(F)(F)F)cc1 (centres undefined)	2	2%	2%	0%	27%	4%	2%	-17%	20%
O=C(NCc1ccc(F)cc1)C1CCCN(S(=O)(=O)c2ccc(-n3cnnn3)cc2)C1 (centres undefined)	-4	34%[activator]	0%	0%	32%	1%	-1%	0%	18%
Cc1ccc(N=Cc2nc(-c3ccco3)oc2O)cc1	-2	?	-4%	9%	-11%	8%	9%	?	-33%
O=C(NCc1ccccc1)c1c(F)c(F)c(F)c(F)c1F	13	0%	7%	2%	37%	2%	10%	2%	13%[57.1 µM]
Cc1cccc(NCCC(=O)c2ccc([N+](=O)[O-])cc2)c1C	21	-12%	-4%	1%	-20%	0%	-2%	-21%	4.5µM*
COCC(=O)Nc1c(C(=O)Nc2ccc3c(c2)OCO3)oc2ccccc12	3	-3%	-7%	12%	2%	-4%	-10%	-11%	1%
O=C(Nc1nccs1)c1csc2c1CCCC2	0	-4%	-3%	6%	22%	-4%	2%	-24%	-2%
O=C(Cc1ccc([N+](=O)[O-])cc1)N/N=C/c1ccccc1F	8	2%	-5%	-2%	32%	9%	-7%	-18%	27%
CNS(=O)(=O)c1ccc(C(=O)NCC(=O)NCCC(c2ccccc2)c2ccccc2)cc1	-3	0%	-6%	0%	25%	3%	1%	-11%	8%
COc1ccc(OCC(=O)N/N=C/c2ccncc2)cc1	-1	-1%	1%	20%	29%	1%	1%	-26%	21%
COC(=O)C1=C(C)Nc2c(c(=O)n(C)c(=O)n2C)C1c1ccncc1 (centres undefined)	0	7%	2%	8%	18%	-8%	20%	4%	-11%
CCN(CC)C(=O)CN(c1ccc(C)cc1)S(=O)(=O)c1ccc(SC)cc1	-4	0%	1%	3%	18%	2%	1%	-18%	3%
CN(C)S(=O)(=O)c1ccc2c(c1)nc(CCC(=O)Nc1ccc3c(c1)OCO3)n2C	1	5%	i	-6%	-7%	-16%	-1%	-3%	-15%
CC(Nc1ccc(-c2nc(-c3cccnc3)no2)cc1[N+](=O)[O-])c1ccccc1 (centres undefined)	-2	8%	1%	-11%	26%	-1%	-8%	-20%	16%
CCOC(=O)/C(C#N)=C1/C=CN(c2ccc(C)cc2)C=N1	-1	0%	/	1%	24%	1%	6%	-5%	2%
O=C(NC1CCCc2ccccc21)C1CCN(S(=O)(=O)c2cccc(C(F)(F)F)c2)CC1 (centres undefined)	3	-1%	-5%	4%	37%	-7%	-7%	-11%	-6%
COc1ccc(NS(=O)(=O)c2ccc(C(=O)N(C)Cc3ccc(C)o3)cc2)cc1	-1	?	10%	-12%	-5%	-1%	17%	-27%	12%
Cc1nc(N(C)C)c2sc(=S)n(C)c2n1	-6	-5%	-6%	2%	63%[activator]	9%[57.1 µM]	-1%	-19%	13%[57.1 µM]
O=C(CSc1ncn[nH]1)c1ccc2c(c1)OCO2	1	-12%	2%	0%	26%	-4%[57.1 µM]	-4%	-4%	1%
COc1ccc(NC(=O)NNC(=O)C(C)Oc2ccc3ccccc3c2)cc1OC (centres undefined)	-1	1%	i	0%	17%	0%	-1%	-5%	7%
COCCCNc1ccc([N+](=O)[O-])cc1C(=O)Nc1cccc(C)n1	0	-2%	0%	5%	24%	10%[57.1 µM]	?	-9%	24%[57.1 µM]
COC(CNC(=O)CCc1c(C)nc2c(-c3ccc(F)cc3)c(C)nn2c1C)OC	-2	1%	-10%	10%	-17%	3%	2%	-7%	12%
CC(C)NC(=O)CSc1nc(N)c(-c2ccccc2)c(=O)[nH]1	-3	-7%	10%	-3%	-4%	-1%	-33%	3%	1%[57.1 µM]
CN(C(=O)COC(=O)C1CCN(S(=O)(=O)c2cccs2)CC1)c1ccccc1	2	-4%	-6%	9%	38%	1%	-2%	-5%	15%
Cc1ccccc1S(=O)(=O)Cc1ccc(C(=O)NCCCN2CCCC2)o1	-1	-3%	-2%	6%	51%[activator]	2%[57.1 µM]	-1%	-6%	3%[57.1 µM]
CC1CCN(C(=O)C(=O)Nc2sc3c(c2C(=O)O)CC(C)(C)OC3)CC1	-3	-1%	i	-6%	37%	-10%	1%	-21%	10%
Cc1ccc(-c2nc3cccnc3s2)cc1NC(=O)c1ccco1	-3	16%	-1%	0%	0%	5%	21%	-5%	-14%
CN(c1cccc(NC(=O)CN2C(=O)c3ccccc3S2(=O)=O)c1)S(C)(=O)=O	-6	-8%	i	3%	4%	8%[57.1 µM]	7%	-8%	21%[57.1 µM]
O=C(CSc1nc2c(c(=O)[nH]1)CCC2)Nc1ccc(F)cc1	-1	-6%	-12%	4%	1%	6%	16%	-11%	15%
Cc1cc(OC(=O)c2ccccc2Br)cc(=O)n1C	78	0%	i	4%	39%[activator]	10%[57.1 µM]	12%	-3%	-60%
Nc1ncc(Br)cc1S(=O)(=O)NCCC(=O)NCc1ccc(F)cc1	0	-3%	0%	-4%	79%[activator]	2%	7%	-7%	1%
COc1cccc(-c2coc3c(C)c4oc(=O)c(CCC(=O)O)c(C)c4cc23)c1	-1	?	-14%	26µM*	-2%[57 µM]	9%	?	-24%	2%

In the list so far, these have a COOH group:
SMILES	PI4K2A block	Pin1 inh	PGK inhibitor	mIDH1 inhibitor	HP1b binding inh	TrxR1 substrate	GLS inh	USP1-UAF1 inh	rTrxR1 inhibitor
CC1CCN(C(=O)C(=O)Nc2sc3c(c2C(=O)O)CC(C)(C)OC3)CC1	-3	-1%	i	-6%	37%	-10%	1%	-21%	10%
COc1cccc(-c2coc3c(C)c4oc(=O)c(CCC(=O)O)c(C)c4cc23)c1	-1	?	-14%	26µM*	-2%[57 µM]	9%	?	-24%	2%

(next part)
SMILES	PI4K2A block	Pin1 inh	PGK inhibitor	mIDH1 inhibitor	HP1b binding inh	TrxR1 substrate	GLS inh	USP1-UAF1 inh	rTrxR1 inhibitor
Clc1ccc(-c2cc(CN3CCCCC3)no2)cc1Cl	-1	-5%	0%	10%	20%	-6%[11.4 µM]	-9%	-11%	-12%[11.4 µM]
CCOc1ccccc1NC(=S)N1CCC(NC(=O)C(C)(C)C)CC1	-19	-3%	-5%	0%	41%[activator]	-1%	14%	-10%	-14%
O=C(CCCn1c(=O)oc2ccccc21)N1CCc2ccccc2C1	-1	-1%	-11%	1%	37%[activator]	11%[57.1 µM]	11%	?	14%[57.1 µM]
Cc1cccc(C(=O)NCN2CCN(c3ccccc3C#N)CC2)c1	5&7	-6%	-10%	5%	35%	21%	9%	-31%	?
